# E coli RNAP: Escherichia coli RNA polymerase inhibition | P0A8V2 | E. coli RNA polymerase, fluorescence transcription assay | 62,000 tested, 0.2% active | inhibition, %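 (tested at 10 µM)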; in the data active = inhibition above about 20%;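 also: 0% = enzyme without compound and 100% = no enzyme blank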
# Her2 expr inh: Her2 kinase expression inhibition | P04626 | SKBR-3 HER2 protein level, AlphaScreen, 18-24 h; active compounds read low | HER2 level % of control, % at 10 µM | 65,000 tested, 0.69% active;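 active = HER2 level under 5% of the carrier-only control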;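 also: 100% = DMSO carrier and 0% = 500 nM PU-H71 HSP90 inhibitor; lower value means stronger loss of Her2 protein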
# M1 agonist: activates the M1 muscarinic receptor; 64,000 tested, 3% active; B-score at 10 µM; CHO-M1 cells, Fluo-4 calcium fluorescence, agonist mode; active compounds read high; AID 626;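 active = fluorescence rise, raw or as B-score row- and column-corrected plate score, outside the 99.7% band of its plate's samples, either direction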
# NADH enzymes: blocks coupling enzymes of NAD/NADH assays; coupled PK/LDH NADH assays, four targets; 65,000 tested, 0.02% active; IC50, µM (series often up to 10 µM), for inactives: at the top dose inhibition;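 active = single-dose screening hits from any of four coupled enzyme assays that gave an IC50 when retested across doses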;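 also: the DPM-DC format reads NADH fluorescence rather than 340 nm absorbance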
# M1 antag: antagonists of rat M1 muscarinic receptor. AID 628. 64,000 tested, 3.4% active. P08482. B-score at 10 µM. CHO-M1 cells, Fluo-4 calcium, ACh EC80 antagonist mode; active compounds read low;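 active = calcium fluorescence response, raw or row-and-column corrected B-score, differing from the plate sample mean either way at a set confidence level, mostly lower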
# Target sequence (P08482 whole entry, looked up): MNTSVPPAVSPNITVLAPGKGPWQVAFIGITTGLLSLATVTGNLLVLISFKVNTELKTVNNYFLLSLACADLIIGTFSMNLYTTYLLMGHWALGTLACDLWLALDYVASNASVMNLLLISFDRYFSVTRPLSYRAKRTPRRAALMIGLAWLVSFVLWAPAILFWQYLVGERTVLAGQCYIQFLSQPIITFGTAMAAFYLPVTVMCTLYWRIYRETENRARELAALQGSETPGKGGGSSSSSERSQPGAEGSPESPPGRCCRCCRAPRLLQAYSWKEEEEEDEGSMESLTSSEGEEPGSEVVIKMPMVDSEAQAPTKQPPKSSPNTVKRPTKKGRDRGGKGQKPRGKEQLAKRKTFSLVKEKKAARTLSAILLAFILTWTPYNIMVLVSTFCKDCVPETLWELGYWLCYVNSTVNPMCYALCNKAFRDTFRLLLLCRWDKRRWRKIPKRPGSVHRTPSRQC
# Autofluor 339: intrinsic fluorescence of library compounds, ex339/em460 – biochemical, MLSMR library, data from DPM-DC assay, artefact control, profiling panel; compound autofluorescence, ex339/em460 nm, NADH buffer; active compounds read high; 1 = no-compound wells, NADH background; fluorescence fold increase at 10 µM; 65,000 tested, 5.5% active;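 active = at 10 µM, mean starting fluorescence two-fold or more over control wells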;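 also: signal is the first read of a kinetic run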
# Hsp90 block: displaces geldanamycin probe from tumor Hsp90 | P07900 | inhibition, % at 30 µM | 64,000 tested, 0.35% active | NCI-N417 lysate Hsp90, Cy3B-geldanamycin FP displacement;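 active = inhibition above 50%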;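 also: 0% = tracer plus lysate wells and 100% = tracer alone without lysate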
# D1 mod: D1 dopamine receptor (human) allosteric modulation. P21728. HEK293 D1, CRE-luciferase, dopamine EC30 potentiation; actives deviate in either direction. B-score at 10 µM. 58,000 tested, 5.9% active;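 active = luminescence count or its row- and column-corrected plate score outside the 99.7% band of the plate's sample wells, on either side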
# Target sequence (P21728 whole entry, looked up): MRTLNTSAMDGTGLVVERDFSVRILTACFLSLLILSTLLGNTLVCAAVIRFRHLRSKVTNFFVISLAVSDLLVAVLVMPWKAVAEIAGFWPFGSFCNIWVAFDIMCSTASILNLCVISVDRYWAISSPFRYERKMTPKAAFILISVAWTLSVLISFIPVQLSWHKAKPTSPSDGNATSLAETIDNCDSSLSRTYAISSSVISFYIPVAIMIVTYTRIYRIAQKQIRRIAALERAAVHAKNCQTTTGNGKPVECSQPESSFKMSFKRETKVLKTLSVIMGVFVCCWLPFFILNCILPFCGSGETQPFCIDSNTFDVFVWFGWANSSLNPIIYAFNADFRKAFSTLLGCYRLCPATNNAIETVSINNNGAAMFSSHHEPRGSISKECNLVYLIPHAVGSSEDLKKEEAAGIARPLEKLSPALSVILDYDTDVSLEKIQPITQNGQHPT
# 5HT1a ag: activates the human 5-HT1a serotonin receptor | CHO 5-HT1a Ga15 NFAT-bla reporter, FRET ratio; 0% basal, 100% maximal reference agonist | 65,000 tested, 0.56% active | AID 567 | P08908 | activation, % at 10 µM;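 active = activation above the screen-wide mean activation plus 3 SD, cut at about 19% in these data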;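 also: 0% = DMSO wells and 100% = 5-CT at EC100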
# * = called active by the depositor; . = not tested or not shown; [ ] = another dose, or the depositor's remark.
SMILES,E coli RNAP,Her2 expr inh,M1 agonist,NADH enzymes,M1 antag,Autofluor 339,Hsp90 block,D1 mod,5HT1a ag
COc1ccccc1OCCCn1cc(C(=O)c2ccco2)c2ccccc21,4.4,81.8,2.21,11.0%,-0.083,1.04,-3.1,-0.782,-0.9
O=C(COc1ccc(Cl)cc1)N1CCN(Cc2ccccc2)CC1,1.3,74.0,.,4.0%,.,1.08,-2.5,0.0666,-0.4
CC12CCCCC1=[N+]([O-])CN2O (configuration not stated),7.4,124.2,-0.573,2.0%,0.326,1.05,1.6,0.0546,-1.0
O=C(CN1CCOCC1)c1ccc2cc[nH]c2c1,-1.0,57.8,0.456,4.0%[fluoresces],0.413,2.14*,-4.0,0.25,-2.6
Cc1nn(Cc2ccccc2)c(C)c1C(=O)OCC(=O)Nc1ccccc1SCC#N,6.8,86.0,0.738,7.0%,0.761,1.08,-2.1,4.23*,2.5
O=C(Cn1ncc2c3ccccc3n(Cc3ccccc3)c2c1=O)N1CCC2(CC1)OCCO2,-5.5,100.2,-0.96,6.0%,-0.0341,1.53,-7.2,0.298,-0.7
CCCCC(=O)C1C(=O)NC(=O)NC1=O,.,125.8,-0.426,3.0%,0.795,1.08,0.3,0.312,0.7
CC(=O)N(C1=NCCCS1)c1ccccc1F,0.7,86.2,-0.0437,5.0%,0.257,1.02,-0.3,0.619,-0.1
COc1cc(C2SCC(=O)Nc3c2c(=O)[nH]n3C2CCCCCC2)cc(OC)c1OC (configuration not stated),5.8,152.5,-0.122,2.0%,-1.48,1.1,.,.,0.4
CC(=O)c1cccc(OCC(O)CN2CC=C(c3ccccc3)CC2)c1 (configuration not stated),1.9,87.8,0.0412,20.0%,-0.117,1.1,-1.6,-2.52,4.7
CN1CCN(c2nccc3c2ncn3C)CC1,1.4,107.9,-0.864,8.0%,-0.537,1.05,-0.5,-0.0809,-2.0
CCN(CC)CCCN=C(C)c1c(O)n(-c2ccc(C)cc2)c(=O)[nH]c1=O,-2.2,76.3,-0.0395,5.0%,-0.0611,1.13,-3.2,-0.977,-2.2
CC1OC(NCCc2ccccc2)C(O)C(O)C1O (configuration not stated),6.4,124.7,0.0507,8.0%,0.599,1.09,-0.4,3.44,-1.5
Cc1cc(C)c(C(=O)CN2CCOCC2)c(C)c1,11.3,130.1,0.643,3.0%,-0.0352,1,-1.9,-0.0432,-3.0
O=P1(Nc2cccnc2)COc2ccccc2OC1,7.8,110.9,-0.268,6.0%,0.0409,1.04,-3.0,.,-0.9
CCCCCCOc1ccc(CN2CCN(CCO)CC2)cc1,9.5,72.8,-0.564,6.0%,-5.29*,1.06,-3.1,-1.67,-1.2
CCN(CC)P(=O)(Oc1cccc(C)c1)N(CC)CC,.,98.4,-0.191,4.0%,0.467,1.07,4.1,-0.973,-2.3
CC(C)CCn1c(N)c(C(=O)OCC2CCCO2)c2nc3ccccc3nc21 (configuration not stated),2.9,59.6,2,2.0%[fluoresces],-0.54,3.96*,-11.6,-1.25,1.0
CCCNC(=O)N1C2CCC1CC(O)(c1cccnc1)C2 (configuration not stated),5.8,119.9,-0.188,6.0%,0.945,1.07,1.8,-0.138,-2.3
CC1=[N+]([O-])C2(N)CCc3nonc3C2(O)C1 (configuration not stated),.,123.4,.,0.0%,.,1.07,-3.3,0.552,0.3
Cc1ccc(C2(O)CC(C)N(C)CC2C)cc1 (configuration not stated),9.6,106.4,0.728,7.0%,0.0163,1.05,-2.8,.,-0.4
c1ccc2c(CN3CCN(C4CCCCC4)CC3)c[nH]c2c1,6.4,84.3,-0.789,3.0%,-0.515,1.16,-4.8,-0.475,-2.7
Cc1sc2ncn(CC(=O)NCC(=O)N3CCC4(CC3)OCCO4)c(=O)c2c1C,.,75.1,-0.112,6.0%,0.254,1.06,5.3,0.163,-1.7
Fc1ccc(NC2=NCCS2)cc1Cl,0.7,113.7,-1.78,6.0%,-0.137,1.14,-2.1,4.06*,-1.2
CN1CCc2nc(SCC(=O)OC(C)(C)C)c(C#N)cc2C1,4.2,105.8,-0.0139,7.0%[fluoresces],0.29,2.32*,-7.9,0.00828,2.1
Cc1nc2cc(C(F)(F)F)ccc2n1C1CCN(Cc2nnnn2Cc2ccc3c(c2)OCO3)CC1,0.1,51.8,0.892,4.0%,0.51,1.09,-2.5,0.808,-0.1
O=C(CN1CC=C(c2ccccc2)CC1)NC(=O)NCc1ccco1,-2.1,106.6,0.814,8.0%,-0.0426,1.13,-6.0,.,0.9
Cc1cc(N2C(=O)C3CCCN3C2c2sccc2C)no1 (configuration not stated),11.5,88.7,0.0928,6.0%,0.262,1.08,-1.2,-0.289,-0.6
CCOc1ccc(-n2c(CC)nc3ccccc3c2=O)cc1,-1.9,108.0,0.0145,2.0%,0.199,1.09,0.9,0.0729,-0.8
Cc1c2cnn(CC(=O)N3CCC4(CC3)OCCO4)c(=O)c2c(C)n1Cc1ccc(F)cc1,3.6,88.0,-0.379,11.0%,-0.0208,1.12,-3.4,-0.0154,1.5

# A run of entries from further up, for reference:
SMILES,E coli RNAP,Her2 expr inh,M1 agonist,NADH enzymes,M1 antag,Autofluor 339,Hsp90 block,D1 mod,5HT1a ag
CCOc1ccc(-n2c(CC)nc3ccccc3c2=O)cc1,-1.9,108.0,0.0145,2.0%,0.199,1.09,0.9,0.0729,-0.8
Cc1c2cnn(CC(=O)N3CCC4(CC3)OCCO4)c(=O)c2c(C)n1Cc1ccc(F)cc1,3.6,88.0,-0.379,11.0%,-0.0208,1.12,-3.4,-0.0154,1.5

# (listing goes on)
SMILES,E coli RNAP,Her2 expr inh,M1 agonist,NADH enzymes,M1 antag,Autofluor 339,Hsp90 block,D1 mod,5HT1a ag
CCC(=NC1CC1)c1c(O)n(-c2ccc(OC)cc2)c(=O)[nH]c1=O,-2.4,94.7,-0.549,0.0%,0.019,1.16,-1.8,-0.297,-6.0
CNC(=O)N(C)c1nnc(C(C)(C)C)s1,-3.8,114.6,-0.213,0.0%,-1.71,1.1,0.5,.,0.1
Nc1c(C(=O)NCc2ccco2)c2nc3ccccc3nc2n1CCN1CCCCC1,-4.0,61.1,1.5,3.0%[fluoresces],0.894,2.29*,-51.2,.,5.8
CCC(=Nc1ccc(OC)cc1OC)c1c(O)n(C2CCCCC2)c(=O)[nH]c1=O,6.9,85.5,0.0289,4.0%,-0.644,1.06,-3.0,1.16,-0.5
CCC/C(=N\O)c1c[nH]c2ccccc12,10.0,91.1,1.39,2.0%,-0.0862,1.08,-2.8,-0.0879,-0.9
COc1ccc(Cl)cc1NC1=NCC(C)S1 (configuration not stated),.,61.9,0.222,7.0%,0.0258,1.12,-0.1,-0.852,0.1
O=C(Nc1cccc(OC(=O)N2CCCCC2)c1)N1CCCCC1,5.3,92.7,.,3.0%,.,1.17,2.0,.,0.8
CCn1c(=O)cc(OCC(=O)N2CCN(Cc3ccc4c(c3)OCO4)CC2)c2ccccc21,12.8,105.0,0.681,4.0%,0.0166,1.04,-0.8,-0.564,0.5
O/N=C1\CCC2CN(C3CCCCC3)CC2C1 (configuration not stated),4.2,97.6,-0.669,13.0%,-0.775,1.01,-3.5,0.122,-0.6
CN(C)C=C1C(=O)N(C2CCCCC2)C(=O)N(C2CCCCC2)C1=O,10.3,14.3,-0.536,4.0%,0.186,1.08,2.0,.,-1.7
CCCCN1C(=O)NC(=O)C2(Cc3ccccc3N3CCOCC32)C1=O (configuration not stated),5.6,54.7,-0.352,7.0%,0.37,1.04,-3.6,-1.43,-1.6
CN1C(=O)C(Cc2cccc3ccccc23)C(=O)N(C)C1=O,9.0,139.4,0.308,3.0%,0.164,1,0.7,-0.00268,0.1
O=C(CCCCCn1c(=S)[nH]c2ccccc2c1=O)N1CCC2(CC1)OCCO2,-0.2,110.5,1,5.0%,-1.81,1.08,-2.9,.,-1.1
N#Cc1ccc(N2CCNCC2)c(F)c1,-1.6,99.8,-0.684,2.0%,0.766,1.06,-0.2,-1.34,-2.0
Cc1ccc(Cn2nnnc2CN2CCC(n3nnc4cc(C(F)(F)F)ccc43)CC2)cc1,5.0,73.1,-0.313,5.0%,-0.0377,1.13,-1.4,-0.786,0.3
O=C1NC(=O)C2(Cc3ccccc3N3CCCC32)C(=O)N1c1ccc(Cl)cc1 (configuration not stated),12.6,92.2,0.204,7.0%,-0.555,1.06,-1.9,-0.321,0.1
CN(C)C1(c2nnnn2-c2ccc(Cl)cc2)CCCCC1,6.9,77.0,0.375,1.0%,0.193,1.09,-3.4,-0.628,-0.7
CC(C)OC(=O)c1c(N)n(CC2CCCO2)c2nc3ccccc3nc12 (configuration not stated),-39.2,106.1,0.277,5.0%[fluoresces],0.0361,3*,-6.7,1.54,2.8
O=c1[nH]c(=O)n(-c2cccc(Cl)c2)c(O)c1C=NCCN1CCCCC1,9.9,63.9,-0.234,4.0%,0.306,1.1,1.1,0.806,0.4
Cn1c(O)c(C=NCCN2CCN(C(=O)c3ccccc3)CC2)c(=O)n(C)c1=O,0.1,128.0,0.376,6.0%,-0.137,1.12,-1.6,-7.4*,-3.4
Cc1oc(-c2ccc(Cl)cc2)nc1CS(=O)CC(=O)N1CCC2(CC1)OCCO2 (configuration not stated),-7.8,101.0,-0.6,2.0%,-0.948,1.12,-0.9,1.41,-1.5
c1ccc2[nH]c(CCNC3CCCCC3)nc2c1,2.9,94.4,-0.13,5.0%,0.0194,1.11,-3.8,-1.06,0.3
CC1CCC(C(C)C)C(OP(N)(=O)c2ccccc2)C1 (configuration not stated),11.2,64.1,-0.334,2.0%,-0.209,1.06,-0.6,1.21,-0.7
CCOc1cc(-c2nc3c(C)cccn3c2NCC2CCCO2)ccc1O (configuration not stated),2.3,81.7,0.913,11.0%[fluoresces],-0.733,3.91*,3.1,-0.0783,-0.2
CSc1ccc(CNC2CN3CCC2CC3)cc1 (configuration not stated),5.7,90.4,-1.2,2.0%,-1.21,1.04,-1.3,-0.245,4.0
CCCCn1c(O)c(C(CC)=Nc2ccc(C(=O)O)cc2)c(=O)[nH]c1=O,7.5,139.2,0.0496,7.0%,-1.11,1.07,-0.8,0.597,-0.9
COc1ccc(CN2CCN(C(=O)Cc3ccccc3)CC2)c(OC)c1,6.4,86.3,-0.334,7.0%,-0.125,1.02,-2.2,2.59,-1.9
CC1(C)CC(n2[nH]c(=O)c3c2NC(=O)CSC3c2ccccc2)CCO1 (configuration not stated),8.0,95.8,-1.16,3.0%,0.00224,1.13,1.7,-0.555,0.6
CCN(CC)C(=O)c1ccc(NC(=O)Cn2nc(C)c3ccccc3c2=O)cc1,9.4,110.2,-0.267,6.0%,-0.298,1.06,-4.1,-0.0954,-2.1
CC(CO)(CO)N=Cc1c(O)n(-c2cccc3ccccc23)c(=O)[nH]c1=O,6.8,148.7,-0.291,2.0%,0.375,1.1,.,0.0405,.
COc1ccccc1N1CCN(Cc2ccccc2Cl)CC1,11.5,96.8,0.0881,16.0%,0.154,1.09,-2.8,0.148,-1.0
COC(=O)C(c1ccccc1)N1CCCCCC1 (configuration not stated),4.3,76.8,0.66,2.0%,0.0399,1.04,-3.2,0.00157,1.5
Fc1ccc2c(c1)nnn2C1CCN(Cc2nnnn2C2CCCCC2)CC1,3.2,72.0,.,5.0%,.,1.1,-3.1,-0.163,0.6
Cc1cccc(N2C(=O)CC(=O)NC2=O)c1,11.0,149.2,-1.41,4.0%,0.0177,1.16,-1.1,0.0994,-1.8
Cc1ccc2nc(N3CCN(C)CC3)[nH]c2c1,-15.8,118.1,-0.907,2.0%,0.692,1.08,1.9,-0.175,-2.4
CC(C)C12CN3CCN(CC(C3)C1O)C2 (configuration not stated),-0.5,95.4,-0.0173,3.0%,0.0399,1.12,-8.3,0.0103,-3.4
O=C(O)C1CSC(c2cccnc2)N1 (configuration not stated),9.1,88.5,-0.314,6.0%,-0.0587,1.05,-6.7,0.562,-3.3
COc1cc2c(C(=O)N3CCN(C)CC3)c(C)n(C)c2cc1Br,10.2,93.8,-0.518,2.0%,0.303,1.13,-18.4,0.0733,-0.3
CC12CN3CC(C)(CN(C1)C3c1ccncc1)C2=O (configuration not stated),2.9,137.6,-0.895,5.0%,1.01,0.98,-1.7,.,-0.5

# Only part of the results is shown; the hit share may differ from the screen's.
